# Source: PubChem BioAssay
# Pol iota inh = blocks human DNA polymerase iota activity; Q9UNA4; Pol iota fluorescent replication assay, 10 min; actives 1% (n = 390,000); Potency, µM (highest dose often 115 µM), for inactives: at the highest dose activity, negative = inhibition, hits mostly inhibitors; note: potency is the fitted concentration of half-maximal effect
#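 Pol iota at 10 nM preincubated 15 min with compounds at room temperature; reaction started with fluorescent substrate, 50 nM final. Fluorescence read kinetically at 0 and 10 min; buffer-only wells as negative control.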
# Anesthetic bind = candidate novel general anesthetic via apoferritin binding | P02791 | apoferritin/1-aminoanthracene competitive binding, fluorescence | Potency, µM (top dose mostly 77.5 µM), for the others: at the top dose activity change, negative = displacement, actives largely listed as inhibitors | actives 0.074% (n = 350,000) | AID 485281; note: potency is the fitted concentration of half-maximal effect; % is set by controls: 0 for no effect and ±100 for the full control effect; nearly all actives have a fitted effect of over 20% in size
#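 Concentration-response curves derived by four-parameter Hill fitting of normalized fluorescence, where compounds displaced 1-AMA from 10 uM horse apoferritin following a brief 10 min room-temperature incubation; propofol titration acted as positive control.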
# BLM helicase inh = blocks DNA unwinding by human BLM helicase; P54132; recombinant BLM DNA unwinding, fluorescence dequenching; Potency, µM (doses to about 56.1 µM), for the others: top-dose activity change, negative = inhibition, hits mostly inhibitors; actives 0.2% (n = 350,000); AID 2528;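 note: potency is the fitted concentration of half-maximal effect; plate controls were vehicle for no effect and no enzyme for full effect; nearly all actives have a fitted effect of over 35% in size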
# Target sequence (P54132 whole entry, looked up): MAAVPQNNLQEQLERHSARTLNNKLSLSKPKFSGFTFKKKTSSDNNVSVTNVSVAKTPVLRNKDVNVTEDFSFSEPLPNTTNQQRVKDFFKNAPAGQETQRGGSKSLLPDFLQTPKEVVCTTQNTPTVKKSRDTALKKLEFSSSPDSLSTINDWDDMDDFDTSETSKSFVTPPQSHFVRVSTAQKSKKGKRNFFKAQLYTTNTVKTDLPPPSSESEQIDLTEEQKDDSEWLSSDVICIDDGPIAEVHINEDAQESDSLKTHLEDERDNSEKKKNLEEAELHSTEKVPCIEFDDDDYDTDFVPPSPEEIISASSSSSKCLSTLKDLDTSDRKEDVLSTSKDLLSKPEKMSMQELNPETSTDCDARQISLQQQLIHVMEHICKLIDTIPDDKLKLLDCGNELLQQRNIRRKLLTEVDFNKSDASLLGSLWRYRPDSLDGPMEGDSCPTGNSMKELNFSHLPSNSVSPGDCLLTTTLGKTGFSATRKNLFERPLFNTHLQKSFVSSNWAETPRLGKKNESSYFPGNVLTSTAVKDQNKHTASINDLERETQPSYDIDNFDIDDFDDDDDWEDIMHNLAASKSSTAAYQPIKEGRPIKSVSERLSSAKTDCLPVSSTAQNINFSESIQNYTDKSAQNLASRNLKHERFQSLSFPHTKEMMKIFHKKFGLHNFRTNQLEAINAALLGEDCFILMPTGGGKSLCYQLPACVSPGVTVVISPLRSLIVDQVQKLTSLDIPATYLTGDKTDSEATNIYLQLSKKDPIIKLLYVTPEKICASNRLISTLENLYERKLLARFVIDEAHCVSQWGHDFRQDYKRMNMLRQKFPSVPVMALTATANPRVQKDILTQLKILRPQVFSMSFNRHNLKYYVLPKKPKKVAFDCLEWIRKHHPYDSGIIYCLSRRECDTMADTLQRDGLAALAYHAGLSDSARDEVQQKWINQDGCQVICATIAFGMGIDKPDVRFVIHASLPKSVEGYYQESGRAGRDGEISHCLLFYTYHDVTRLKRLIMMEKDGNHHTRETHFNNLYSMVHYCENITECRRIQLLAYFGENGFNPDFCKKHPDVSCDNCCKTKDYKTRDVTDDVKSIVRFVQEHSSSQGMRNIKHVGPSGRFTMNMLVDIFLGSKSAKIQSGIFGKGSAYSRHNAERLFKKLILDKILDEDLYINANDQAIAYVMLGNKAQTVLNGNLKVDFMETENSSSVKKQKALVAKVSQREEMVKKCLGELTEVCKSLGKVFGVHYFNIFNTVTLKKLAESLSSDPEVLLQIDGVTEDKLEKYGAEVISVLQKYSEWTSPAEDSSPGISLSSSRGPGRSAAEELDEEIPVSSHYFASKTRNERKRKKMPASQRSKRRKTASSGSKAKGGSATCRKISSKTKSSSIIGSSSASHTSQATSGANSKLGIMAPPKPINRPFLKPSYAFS
# APEX1 inh = blocks human APE1 abasic DNA cleavage. AID 2517. Potency, µM (series often up to 65.8 µM), for inactives: at the top dose activity change, negative = inhibition, actives largely listed as inhibitors. P27695. recombinant APE1, TAMRA/BHQ-2 abasic DNA cleavage fluorescence. actives 0.35% (n = 350,000);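 note: potency is the fitted concentration of half-maximal effect; plate controls were vehicle for no effect and reference inhibitor for full effect; nearly all actives have a fitted effect of over 55% in size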
#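 APE1 at 0.75 nM preincubated 15 min at room temperature with compound. Reaction then started with 50 nM double-stranded THF-abasic substrate labelled with TAMRA/BHQ-2, and 525/598 nm fluorescence read kinetically. Activity taken as third-minus-first read difference, normalized to DMSO and NSC13755 controls.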
# PGK inhibitor = inhibitors of T. brucei phosphoglycerate kinase; Potency, µM (series often up to 57.5 µM), without a hit: top-dose activity change, negative = inhibition, most hits filed as inhibitors; PGK/GAPDH coupled, Kinase-Glo luminescence, 60 min; AID 602233; actives 0.043% (n = 380,000); note: potency is the fitted concentration of half-maximal effect; % is set by controls: 0 for no effect and ±100 for the full control effect; nearly all actives have a fitted effect of over 60% in size
#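 Luminescent ATP detection (Kinase-Glo Plus) follows a 60-minute room-temperature incubation, with wells lacking PGK as controls. Buffer: 100 mM TEA (pH 7.6), 5 mM MgCl2, 0.01% Tween-20. Coupling enzyme GAPDH (100 nM final) supplies unstable 1,3-BPG in-well.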
# RXFP1 antag = RXFP1 (human) relaxin receptor antagonism; Q9HBX9; HEK293-RXFP1, relaxin-stimulated cAMP HTRF, 30 min; active compounds read low; activity change, negative = inhibition, % at 57.5 µM; actives 0.59% (n = 350,000);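 active = activity change of -60% or lower, but not beyond a set lower limit; inconclusive = change between -60% and -40%, or beyond the set limit; inactive = change above -40%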; note: % is set by controls: 0 for no effect and ±100 for the full control effect
# Pol eta inh = inhibitors of human DNA polymerase eta | Q9Y253 | recombinant Pol eta, fluorescent DNA replication assay | Potency, µM (titrated, usually from 114 µM), without a hit: top-dose activity change, negative = inhibition, most hits filed as inhibitors | actives 1.2% (n = 390,000) | AID 588591; note: potency is the fitted concentration of half-maximal effect; % is set by controls: 0 for no effect and ±100 for the full control effect
#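 Fluorescent replication assay: 50 nM final substrate added after a 15 min room-temperature compound preincubation with 10 nM enzyme. Signal taken at 0 min and again at 10 min.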
# POLK inh = blocks human DNA polymerase kappa activity | Q9UBT6 | purified Pol kappa, fluorescent DNA synthesis assay, 10 min | Potency, µM (top dose mostly 107 µM), without a hit: at the top dose activity, negative = inhibition, most hits filed as inhibitors | actives 0.53% (n = 400,000) | AID 588579; note: potency is the fitted concentration of half-maximal effect; % is set by controls: 0 for no effect and ±100 for the full control effect
#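 Fluorescent qHTS in 1536-well format: enzyme (10 nM) and compound sat 15 min at room temperature before 50 nM substrate (final) was added. Signal taken at 0 and 10 min; no-enzyme buffer wells were negative controls.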
# POLB inh = inhibitors of human DNA polymerase beta | P06746 | Pol beta primer extension/strand displacement, fluorescence kinetic | Potency, µM (top dose mostly 114 µM), without a hit: top-dose activity change, negative = inhibition, actives largely listed as inhibitors | actives 1.3% (n = 340,000) | AID 485314; note: potency is the fitted concentration of half-maximal effect; % is set by controls: 0 for no effect and ±100 for the full control effect
#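 Homogeneous kinetic assay of primer extension and strand displacement by 10 nM Pol beta, preincubated 15 min at room temperature with compound before 50 nM substrate (final) was added. Read at 0 and 10 min; four-parameter Hill fit.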
# * = called active by the depositor; i = inactive; ? = inconclusive; · = no result given; [ ] = another dose, or the depositor's remark. Unless noted, calls come from the whole dose curve; as a rule, active = well fitted curve in the direction sought with a large enough effect; inconclusive = small, poorly fitted or top-dose-only effect, or another doubt; inactive = no such curve, though single readings can be large; an effect the other way counts as inactive or inconclusive. The list is partial; rates above refer to the full screens.
SMILES,Pol iota inh,Anesthetic bind,BLM helicase inh,APEX1 inh,PGK inhibitor,RXFP1 antag,Pol eta inh,POLK inh,POLB inh
Cc1ccc(OCC(COCc2ccccc2)NC(C)C)cc1 (stereo not given),37%[activator],·,·,·,i,-24,-8%,-6%,·
CCOc1ccccc1C(=O)Nc1cccc2ccc(C)nc12,-1%,-7%,-1%,·,·,-12,·,-4%,5%
CCOc1ccc2nc(SCC(=O)Nc3ccc4c(c3)OCO4)sc2c1,15%,-3%,-13%,2%,3%,-4,-12%,-11%,16%
Oc1ccc(-c2csc(Nc3ccccn3)n2)cc1O,?,-13%,-17%,-23%,-10%,-63*,18µM*,?,7.9µM*
Cc1ccc(C)c(N2CCN(C3=C(c4ccccc4)C(=O)c4ccccc43)CC2)c1,23%,-9%,-7%,·,1%,-4,-14%,11%,-1%
O=C(NCC1CCCO1)c1cnn2c1NC(c1ccccc1)CC2C(F)(F)F (stereo not given),-13%,-6%,-1%,-10%,1%,8,-8%,4%,3%
CC(Oc1ccccc1F)C(=O)N1CCC(c2nc3ccccc3o2)CC1 (stereo not given),24%,40%[activator],-4%,·,3%,-38,-19%,-19%,-12%
CCOC(=O)C1=C(CCc2ccccc2)NC(=O)NC1c1ccc2ccccc2c1 (stereo not given),19%,-9%,-3%,24%,-4%,·,-27%,-13%,-29%
Cc1ccc(S(=O)(=O)NCCc2nnc3ccc(SCC(=O)Nc4ccc(F)cc4F)nn23)cc1,33%[activator],-12%,3%,·,5%,-15,-14%,-3%,-12%
Cc1ccc(NC(=O)COC(=O)c2ccco2)cc1,-22%,-16%,-2%,0%,-2%,4,-7%,-2%,-23%
CCN(CC(=O)Nc1c(F)cccc1F)C(=O)c1cccc(S(=O)(=O)N2CCc3ccccc3C2)c1,15%,·,·,-6%,10%,8,-8%,-10%,·
CC(C)Sc1ncnc2c1cnn2-c1ccccc1,85%[activator],-11%,-4%,39%[activator],-5%,-38,-17%,-9%,1%
CC(=O)Nc1cccc2c1Cc1cc([N+](=O)[O-])ccc1-2,-16%,·,·,·,i,-11,-19%,-2%,·
CC(=O)O[C@H]1CC(=O)OC(C)(C)C2CC(=O)[C@]3(C)C(CC[C@@](C)([C@@H](O[C@@H]4O[C@H](CO)[C@@H](O)[C@H](O)[C@H]4O)c4ccoc4)[C@@]34O[C@@H]4C(=O)O)[C@]21C (stereo not given in full),?,·,·,7%,0%,11,7%,-17%,·
COc1cccc(NC(=O)C2CCCN(c3ncnc4onc(C)c34)C2)c1 (stereo not given),28%,-4%,3%,·,-6%,-8,-11%,3%,22%
O=S(=O)(c1ccc(Cl)s1)N1CCN(Cc2ccccc2)CC1,-15%,-4%,-6%,1%,-1%,-16,-15%,-3%,2%
Cc1ccc(/C=C2\CCC3=C2OC(N)=C(C#N)C3c2ccc(C)cc2)cc1 (stereo not given),32%[activator],?,-5%,11%,-3%,-27,3%,-12%,36%
CCOC(=O)c1c(C)oc2c1c(C(c1cccnc1)N1CCCCC1)c(O)c1ccccc12 (stereo not given),9%,?,-8%,9%,-2%,-3,-1%,-8%,22%
CN(C(=O)c1ccccn1)c1nnc(-c2ccccn2)s1,12%,-7%,0%,-10%,i,-11,-6%,4%,-18%
COc1ccc(CNC(=O)CN2C(=O)c3ccc([N+](=O)[O-])cc3C2=O)cc1,121%[activator],?,-1%,23%,-3%,6,-20%,0%,-18%

# Part of the list above in order of heavy-atom count, smallest number first.
SMILES,Pol iota inh,Anesthetic bind,BLM helicase inh,APEX1 inh,PGK inhibitor,RXFP1 antag,Pol eta inh,POLK inh,POLB inh
CC(C)Sc1ncnc2c1cnn2-c1ccccc1,85%[activator],-11%,-4%,39%[activator],-5%,-38,-17%,-9%,1%
CC(=O)Nc1cccc2c1Cc1cc([N+](=O)[O-])ccc1-2,-16%,·,·,·,i,-11,-19%,-2%,·
CN(C(=O)c1ccccn1)c1nnc(-c2ccccn2)s1,12%,-7%,0%,-10%,i,-11,-6%,4%,-18%
O=S(=O)(c1ccc(Cl)s1)N1CCN(Cc2ccccc2)CC1,-15%,-4%,-6%,1%,-1%,-16,-15%,-3%,2%
COc1ccc(CNC(=O)CN2C(=O)c3ccc([N+](=O)[O-])cc3C2=O)cc1,121%[activator],?,-1%,23%,-3%,6,-20%,0%,-18%
CCOC(=O)c1c(C)oc2c1c(C(c1cccnc1)N1CCCCC1)c(O)c1ccccc12 (stereo not given),9%,?,-8%,9%,-2%,-3,-1%,-8%,22%
Cc1ccc(S(=O)(=O)NCCc2nnc3ccc(SCC(=O)Nc4ccc(F)cc4F)nn23)cc1,33%[activator],-12%,3%,·,5%,-15,-14%,-3%,-12%
CCN(CC(=O)Nc1c(F)cccc1F)C(=O)c1cccc(S(=O)(=O)N2CCc3ccccc3C2)c1,15%,·,·,-6%,10%,8,-8%,-10%,·
CC(=O)O[C@H]1CC(=O)OC(C)(C)C2CC(=O)[C@]3(C)C(CC[C@@](C)([C@@H](O[C@@H]4O[C@H](CO)[C@@H](O)[C@H](O)[C@H]4O)c4ccoc4)[C@@]34O[C@@H]4C(=O)O)[C@]21C (stereo not given in full),?,·,·,7%,0%,11,7%,-17%,·

# The list continues:
SMILES,Pol iota inh,Anesthetic bind,BLM helicase inh,APEX1 inh,PGK inhibitor,RXFP1 antag,Pol eta inh,POLK inh,POLB inh
NC(N)=NCCCC(NC(=O)C(N)Cc1ccc(O)cc1)C(=O)O (stereo not given),·,1%,-11%,1%,·,·,·,-11%[60.1 µM],·
CC(C)[C@H](Nc1ncnc2c1oc1ccccc12)C(=O)O,14%,-4%,4%,0%,-4%,-10,-6%,-14%,30%
CN(C)c1ccc(S(=O)(=O)N(C)C)cc1[N+](=O)[O-],59%[activator],?,-5%,-5%,0%,1,-11%,2%,-3%
Cc1nn(C)c(Oc2cccc(Cl)c2)c1C=O,18%,-19%,1%,17%,-3%,-6,-2%,-3%,24%
O=C(NCc1ccccc1Br)c1ccc(-n2cnc3cccnc32)cc1,23%,39%[activator],-2%,·,-7%,?,3%,-12%,-3%
Cc1ccsc1/C=C1\CCc2ccccc2C1=O,7%,?,-4%,8%,?,-12,2%,-3%,-26%
COc1ccccc1C(=O)NCC(=O)NCc1cc(=O)n(C)c(=O)n1C,5%,1%,2%,15%,5%,1,-4%,0%,15%
Cc1ccc(S(=O)(=O)N2CCCCC2CCNC(=O)C(=O)NCc2ccncc2)cc1 (stereo not given),17%,·,·,60%[activator],i,-15,-20%,-2%,·
c1ccc(-n2cccc2CNC2CCCCC2)cc1,-5%,-13%,-7%,-1%,·,-7,-2%,-10%,-17%
Cc1ccc(N=Nc2c(O)[nH]c(=O)[nH]c2=O)cc1S(=O)(=O)Nc1ccc(Br)cc1,12%,·,·,22%,i,7,-18%,-2%,·
O=C(O)c1ccc(N=NNc2cccc([N+](=O)[O-])c2)cc1,4%,-16%,-2%,-5%,-4%,4,-12%,0%,-13%
COC(=O)C1(C)CC1(c1ccccc1)c1ccccc1 (stereo not given),0%,?,-5%,-13%,i,-5,-16%,11%,4%
O=C(c1ccccc1)c1cc(Cl)ccc1N1C(=O)C=CC1=O,19%,-18%,-5%,-1%,i,-63*,-6%,-6%,-15%
Cc1cccn2c(=O)c3cc(C(=O)NCc4ccco4)c(=N)n(C4CCCCC4)c3nc12,71%[activator],-6%,47%[activator],17µM*,2%,-4,-23%,-1%,1%
CC(C)C(=O)Nc1cccc(NC(=S)NC(=O)c2ccc([N+](=O)[O-])cc2)c1,2%,?,-4%,12%,5%,13,-19%,-13%,43%
COc1ccc(NC(=O)Cn2ncc3c([nH]c4ccccc43)c2=O)cc1Cl,12%,-1%,-1%,·,11%,-4,-6%,7%,27%
C/C(=C\C(=O)c1ccccc1)NNc1nc2ccccc2s1,?,-23%,-7%,-3%,-5%,6,-9%,-6%,2%
COc1ccc(-c2nc(SCC(=O)N3CCC(C)CC3)n[nH]2)cc1,-1%,-6%,-1%,·,-8%,-22,11%,2%[60.1 µM],-5%
COc1cccc(C(=O)Nc2cccc(OCc3cc(=O)n4c5c(sc4n3)CCCC5)c2)c1,13%,-3%,-6%,·,-8%,·,2%,-3%,0%
CCOc1cc(CNC2CCCC2)c(Cl)cc1OCC(=O)Nc1ccccc1,47%[activator],-7%,5%,14%,-4%,6,-21%,-1%,0%

# In another format: entries from further up.
SMILES	Pol iota inh	Anesthetic bind	BLM helicase inh	APEX1 inh	PGK inhibitor	RXFP1 antag	Pol eta inh	POLK inh	POLB inh
Cc1ccc(S(=O)(=O)NCCc2nnc3ccc(SCC(=O)Nc4ccc(F)cc4F)nn23)cc1	33%[activator]	-12%	3%	·	5%	-15	-14%	-3%	-12%
Cc1ccc(NC(=O)COC(=O)c2ccco2)cc1	-22%	-16%	-2%	0%	-2%	4	-7%	-2%	-23%

# The results go on:
SMILES,Pol iota inh,Anesthetic bind,BLM helicase inh,APEX1 inh,PGK inhibitor,RXFP1 antag,Pol eta inh,POLK inh,POLB inh
Cc1ccc(F)cc1NC(=O)CCc1c(C)nn(-c2ccc(N3CCCC3)nn2)c1C,20%,4%,1%,·,10%,-2,-10%,23%,0%
NC(=S)Nc1cc2ccccc2c2ccccc12,16%,-11%,-3%,-7%,-11%,7,1%,-12%,1%
CCc1ccc(NC(=O)CSc2c(C)cnc3c2c(=O)n(C)c(=O)n3C)cc1,-17%,-8%,0%,·,-8%,1,-18%,-3%[60.1 µM],-21%
O=S(=O)(c1ccc(-c2csc(-c3cccnc3)n2)cc1)N1CCCC1,-7%,-2%,-6%,0%,-6%,6,-15%,-9%,-2%
CCOc1ccc(-c2nc(S(=O)(=O)c3ccccc3)c(NC)o2)cc1,-2%,1%,-3%,4%,4%,-15,-9%,-3%,7%
Cc1cc(C(=O)Nc2ccccc2N2CCOCC2)no1,38%,·,·,3%,-6%,8,-19%,-4%,·
Cc1ccccc1Cn1cc(NC(=O)c2nc3ncccn3n2)cn1,9%[58.9 µM],?,2%,2%,-4%,7,-1%,-7%,-1%
